Source: PubChem
SKN-1 inh – suppressors of acrylamide-induced Pgst-4::GFP reporter in worms, primary screen, SKN-1 inhibitor project, whole organism, uHTS, GFP/RFP fluorescence ratio, strain VP596; C. elegans VP596 Pgst-4::GFP/RFP ratio, 24 h; inhibition, % at 21.8 µM; actives 0.49% (n = 360,000);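 active = interference check ratio from 0.5 to 1.5 plus GFP to RFP signal ratio inhibition reaching or exceeding a fixed threshold, cut at about 30% in these data, passing the limit was not always enough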; also: some compounds called inactive have numbers as strong as hits
NRP1-CendR mod – modulators of CendR peptide binding to NRP-1, primary screen, biochemical, fluorescence polarization, uHTS. FAM-RPARPAR peptide binding to NRP-1. inhibition, % at 25 µM. AID 602438, 2012. actives 0.85% (n = 360,000);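 active = inhibition or corrected inhibition above about 18%, plus a signal ratio from 0.5 to 1.5, limit read from the data, passing the limit was not always enough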; also: strong numbers were not always called active
E coli Lon inh – inhibitors of E. coli Lon protease, primary screen, biochemical, fluorescence polarization; purified E. coli Lon protease; AID 602123, 2011; inhibition, % at 7.94 µM; actives 0.42% (n = 360,000); P0A9M0; in the data active = inhibition above about 13%, passing the limit was not always enough;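 also: 0% = enzyme with probe and DMSO and 100% = no enzyme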
Target sequence (P0A9M0 whole entry, looked up): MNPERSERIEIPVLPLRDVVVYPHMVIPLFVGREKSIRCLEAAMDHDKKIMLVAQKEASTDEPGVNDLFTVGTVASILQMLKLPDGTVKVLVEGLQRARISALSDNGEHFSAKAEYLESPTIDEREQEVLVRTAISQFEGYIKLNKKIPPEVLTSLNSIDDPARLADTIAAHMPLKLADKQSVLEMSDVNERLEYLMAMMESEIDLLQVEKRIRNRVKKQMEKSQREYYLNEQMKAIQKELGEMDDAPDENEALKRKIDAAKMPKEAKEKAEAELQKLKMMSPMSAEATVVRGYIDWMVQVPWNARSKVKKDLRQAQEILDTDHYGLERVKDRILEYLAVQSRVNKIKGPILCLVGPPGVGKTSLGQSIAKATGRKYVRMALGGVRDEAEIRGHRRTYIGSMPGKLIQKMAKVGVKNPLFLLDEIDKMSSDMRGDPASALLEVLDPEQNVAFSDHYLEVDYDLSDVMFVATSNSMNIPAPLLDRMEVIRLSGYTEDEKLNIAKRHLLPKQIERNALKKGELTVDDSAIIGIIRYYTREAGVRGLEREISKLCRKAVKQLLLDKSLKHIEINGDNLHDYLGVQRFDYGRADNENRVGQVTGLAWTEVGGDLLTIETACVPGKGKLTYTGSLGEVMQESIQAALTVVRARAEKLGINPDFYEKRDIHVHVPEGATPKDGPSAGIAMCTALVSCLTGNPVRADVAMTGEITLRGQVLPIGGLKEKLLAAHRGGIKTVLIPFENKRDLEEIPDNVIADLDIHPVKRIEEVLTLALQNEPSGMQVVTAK
MsrA act – bovine MsrA enzyme activators, primary screen, biochemical, absorbance, HTS. Methionine sulfoxide reductase A (Bos taurus). purified bovine MsrA, absorbance read-out. activation, % at 10.6 µM. actives 0.3% (n = 360,000); in the data active = activation above about 7.5%;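 also: 0% = vehicle and 100% = reference activator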
Tb MetRS inh – T. brucei MetRS inhibitors, primary screen, biochemical, luminescence | methionyl-tRNA synthetase (Trypanosoma brucei brucei) | purified T. brucei MetRS, ATP depletion, Kinase-Glo luminescence | inhibition, % at 11.9 µM | actives 0.4% (n = 360,000) | AID 624268, 2012;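 active = inhibition above a per-plate cutoff of the control wells' mean inhibition plus 3 SD, cut at about 5.5% in these data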;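 also: 0% = DMSO wells median and 100% = median of wells with control inhibitor compound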
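Material – parasite MetRS enzyme · Medium – HEPES-MgCl2-KCl buffer plus DTT, spermine, BSA, pyrophosphatase · Reagent – ATP, methionine and E. coli bulk tRNA substrates · Times – 15 min enzyme-compound preincubation, 2 h reaction, 10 min detection, 25 °C · Measured by – luminescence of leftover ATP · Evaluation – percent inhibition relative to median high and low control wells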
FAS TE block – FAS thioesterase domain inhibitors, primary screen, biochemical, fluorescence intensity, uHTS | Fatty acid synthase (Homo sapiens), P49327 | recombinant FAS-TE, OMFH fluorogenic substrate, fluorescence endpoint | inhibition, % at 15 µM | actives 0.67% (n = 360,000);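 active = compounds whose normalised, plate-corrected inhibition of enzyme fluorescence in the single-dose primary screen is 50% or more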;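 also: 0% = DMSO with enzyme and 100% = substrate without enzyme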
MT1-MMP act inh – blockers of MT1-MMP proenzyme processing, primary screen, HT1080 RFP-PRO-GFP cells, GFP/RFP fluorescence; Matrix metalloproteinase-14 (Homo sapiens), P50281; AID 651647, 2012; GFP/RFP ratio change, % at 20 µM; actives 0.061% (n = 360,000); GFP/RFP ratio fluorescence, overnight; percent of plate control window, DMSO zero;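 active = GFP/RFP ratio change of at least 30% with cell ATP level not reduced by more than half and red fluorescence within 50% of control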; also: strong numbers were not always called active
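Assay system: RFP-PRO-GFP reporter HT1080 cells; read-out basis: GFP/RFP fluorescence ratio; benchmarks: DMSO wells and RFP-L50D-GFP cells; doses: 20 µM single dose, 1% DMSO; schedule: overnight cell settling, then overnight compound exposure, 37 °C, 5% CO2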
PABP1 MLLE inh – inhibitors of PABP1 MLLE–PAM2 peptide binding, primary screen, biochemical, fluorescence polarization, FITC-PAM2, GST-MLLE. Polyadenylate-binding protein 1 (Homo sapiens), P11940. inhibition, % at 20 µM. actives 0.36% (n = 360,000); in the data active = inhibition above about 35%, passing the limit was not always enough;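 also: plate controls were DMSO wells with GST-MLLE for no effect and wells lacking GST-MLLE protein for full effect; some results filed as inactive read as strong as hits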
MsrA inhibitor – bovine MsrA enzyme inhibitors, primary screen, biochemical, absorbance, HTS | inhibition, % at 15.5 µM | Methionine sulfoxide reductase A (Bos taurus) | purified bovine MsrA, absorbance read-out | actives 0.75% (n = 360,000) | AID 651718, 2012; in the data active = inhibition above about 4.5%;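 also: 0% = vehicle wells with enzyme and 100% = reference inhibitor wells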
An asterisk follows results filed as active; / = not tested or not shown. Rows are unselected; 4% or so of the library scored in one or more.

SMILES	SKN-1 inh	NRP1-CendR mod	E coli Lon inh	MsrA act	Tb MetRS inh	FAS TE block	MT1-MMP act inh	PABP1 MLLE inh	MsrA inhibitor
COc1ccc2nc(SCc3cccnc3)c(C#N)cc2c1	17.9	-5.4	0.2	-1.2	-0.3	11.2	0.1	-2.9	0.2
Cc1ccc(CNC(=O)CN(C)C2=NS(=O)(=O)c3ccccc32)cc1	-33.0	-8.0	-3.2	-9.9	-0.4	-4.6	-7.4	17.9	-0.3
COc1ccc(Cl)cc1Cn1c(C)c(C(=O)NCc2cccc(Cl)c2)sc1=O	19.9	-17.7	-1.1	-1.4	0.1	32.9	-3.0	-18.2	1.1
CSc1ccccc1NC(=O)COC(=O)c1ccc(O)cc1	-0.2	-9.1	-2.2	-3.2	-0.6	2.5	0.6	3.7	0.0
COc1ccc(F)cc1-c1cc(C(=O)Nc2cccnc2)[nH]n1	18.1	0.1	-2.6	-1.0	0.1	-4.4	4.0	5.9	-1.7
O=C1COc2ccc(S(=O)(=O)NCc3ccccc3)cc2N1	3.5	4.7	-4.5	-4.9	0.1	-2.5	4.0	7.4	0.5
CCOC(=O)C1(Cc2ccccc2)CCCN(Cc2cnn(CC)c2)C1 (stereo not given)	10.1	-5.0	6.2	-1.2	-0.4	-2.3	2.6	8.0	0.1
Nn1cc(-c2ccccc2)nc1SCC(=O)Nc1cccc(S(N)(=O)=O)c1	-3.0	7.1	2.7	-6.9	0.0	-4.9	3.8	-13.0	0.0
CCc1ccccc1NC(=O)COc1ccc(N2CC(C(N)=O)CC2=O)cc1 (stereo not given)	1.9	4.8	0.8	-3.1	0.2	-5.6	-0.6	-4.1	-1.1
CCCC(=O)c1ccc(N2CCC(C)CC2)c(F)c1	7.2	2.9	5.5	-2.2	-0.6	24.7	2.0	-3.2	-1.2
Cc1cc(C(=O)N2CCN(c3ncccn3)CC2)sc1-c1ccccc1	4.9	1.3	-9.8	-0.9	-0.1	16.2	0.2	5.5	0.3
Cc1ccc(C(=O)CSc2nnc(COc3ccc(C#N)cc3)n2-c2ccccc2)cc1	5.6	-11.0	-2.5	-1.8	-0.1	-2.3	-2.9	-56.8	0.2
Cc1ccc(C)c(C(=O)CN2Cc3ccccc3C2=O)c1	9.2	8.5	7.2	-2.2	0.1	-4.5	1.2	4.7	-0.5
CCOc1c2ccc(C(=O)NCCc3ccc(C)cc3)cc2nn1CC	14.3	0.2	11.8	0.7	-0.2	-13.8	-2.3	2.9	-0.3
Cc1ccc(S(=O)(=O)N2CCC3(CC2)OCCN3S(=O)(=O)c2cccs2)cc1	9.1	-4.2	-4.4	-2.2	0.2	17.8	-3.1	2.7	-0.8
CC(=O)c1cc2c(cc1NC(=O)C1CC=CCC1C(=O)O)OCO2 (stereo not given)	8.6	-4.0	-5.8	-4.4	-0.6	-6.6	-3.9	7.1	1.4
CC1CCN(c2nc3c(c(=O)n(C)c(=O)n3C)n2CCSc2nc3ccccc3s2)CC1	-17.5	-8.9	0.5	-2.2	-0.9	11.8	-1.9	3.0	-1.6
COC(=O)c1ccc(C)c(NC(=O)CCSc2ccccc2)c1	-2.3	5.6	5.6	-0.6	-0.1	2.3	-1.7	6.0	0.3
COc1ccc(CCN2CC(C(=O)NCC(c3ccccc3)N(C)C)CC2=O)cc1OC (stereo not given)	-4.5	-1.8	-3.9	-6.8	-0.3	-11.6	-0.3	15.3	1.9
Cc1ccc(-n2c3c(cc(C(=O)NC4CCSC4=O)c2=O)C(=O)CC(C)(C)C3)cc1 (stereo not given)	-2.2	-11.9	0.5	-2.1	0.2	-5.1	-2.7	1.9	3.2
O=S1(=O)CCOC[C@H](CC2CCCCC2)N1Cc1ccccc1F	0.4	12.4	-1.9	-1.2	-0.1	17.5	1.2	-7.2	-1.5
COc1ccc(/C=C/C(=O)NCC(=O)N/N=C/c2cccnc2)cc1	-7.7	-6.4	-1.1	-2.7	-0.2	-6.0	3.4	-2.6	0.8
Cc1nc2ccc(S(=O)(=O)NCC(=O)NCc3ccc(Cl)cc3)cc2s1	-10.8	-1.3	0.0	-4.9	0.4	-3.0	-0.7	-9.8	0.0
COc1ccc([N+](=O)[O-])cc1C(=O)NC1CCN(Cc2ccccc2)CC1	-5.8	7.6	-7.1	-5.7	-0.2	9.7	4.1	2.5	0.0
Cc1cc(C)cc(NC(=O)Nc2ccc(N3CCCCC3)cc2)c1	4.4	-18.0	3.3	-3.6	-0.9	6.1	3.8	8.5	0.9
O=C(Nc1cc(Cl)cc(Cl)c1)C(NCCO)c1ccccc1 (stereo not given)	2.4	2.9	5.1	-1.6	0.1	-8.5	2.9	5.0	0.5
Oc1ccc(-c2csc(Nc3ncccn3)n2)cc1	0.7	3.1	-1.1	2.2	-0.3	0.7	2.1	21.1	0.1
CCOc1ccc(S(=O)(=O)NC2CCCC2)cc1	11.1	-3.3	6.1	-0.4	1.0	-2.6	3.3	3.4	-2.0
COC(=O)c1sc(N)c(C(=O)OC)c1COC(=O)c1c(C)noc1C	-4.5	-14.6	6.8	-5.7	-0.2	1.2	-10.8	-17.6	1.6
O=C(NCCOc1ccc(F)cc1)C1CCN(S(=O)(=O)c2ccccc2)CC1	15.2	-0.2	-1.6	-1.8	0.0	5.4	-0.9	14.6	-0.6

Some of these compounds in order of length of the SMILES, highest first.
SMILES	SKN-1 inh	NRP1-CendR mod	E coli Lon inh	MsrA act	Tb MetRS inh	FAS TE block	MT1-MMP act inh	PABP1 MLLE inh	MsrA inhibitor
Cc1cc(C)cc(NC(=O)Nc2ccc(N3CCCCC3)cc2)c1	4.4	-18.0	3.3	-3.6	-0.9	6.1	3.8	8.5	0.9
O=C(Nc1cc(Cl)cc(Cl)c1)C(NCCO)c1ccccc1 (stereo not given)	2.4	2.9	5.1	-1.6	0.1	-8.5	2.9	5.0	0.5
CCOc1ccc(S(=O)(=O)NC2CCCC2)cc1	11.1	-3.3	6.1	-0.4	1.0	-2.6	3.3	3.4	-2.0

Next part.
SMILES	SKN-1 inh	NRP1-CendR mod	E coli Lon inh	MsrA act	Tb MetRS inh	FAS TE block	MT1-MMP act inh	PABP1 MLLE inh	MsrA inhibitor
CCCCCC1CCC(C(=O)N2CCOCC2)CC1 (stereo not given)	14.2	5.6	2.2	2.0	0.5	2.1	-1.8	-8.4	-0.1
Cc1ccn2c(=O)c(NC(=O)c3cccs3)c(C)nc2c1	-0.9	6.4	3.4	-10.9	-0.4	-6.8	4.5	2.6	2.9
Cc1cc(C)n(C(C)CNC(=O)c2ccc3c(c2)OCO3)n1 (stereo not given)	5.8	-3.8	0.0	0.6	0.2	-0.2	-1.8	-0.4	0.6
CCOc1ccc(/C=C2\SC(=S)N(NS(=O)(=O)c3ccccc3)C2=O)cc1OC	-2.2	-18.8	-10.0	-6.3	-0.3	4.7	2.1	6.5	2.1
CCOc1ccccc1NS(=O)(=O)c1ccc(-n2cccn2)cc1	5.8	-1.2	-4.0	-1.4	-0.3	5.3	1.6	-5.9	0.1
O=C(Nc1cccnc1)c1ccc(COc2cc(Cl)ccc2Cl)o1	11.5	4.4	-6.8	0.9	6.8*	14.8	4.4	9.3	-0.2
CCOc1ccc(C2C(C(=O)c3ccco3)=C(O)C(=O)N2CCCn2ccnc2)cc1OC (stereo not given)	-0.3	-1.1	5.0	-1.7	-0.2	-6.0	-22.2	-10.6	1.5
COc1ccc(CC(=O)NCCN2CCOCC2)cc1	-7.4	1.4	-1.7	-8.7	-1.7	-2.5	-4.1	4.8	1.0
O=C1CC(NS(=O)(=O)c2cccs2)CN1c1ccccc1 (stereo not given)	5.6	2.1	-6.2	0.3	-0.3	-6.3	-1.4	-0.5	-0.1
Cc1nc(N2CCOCC2)c2c(C)c(C(=O)Nc3ccc(F)cc3F)sc2n1	-7.3	3.3	-9.3	-0.9	-0.7	2.3	/	5.9	1.4
CCCCOc1ccc(C(=O)NCC(=O)NCCCn2nc(C)cc2C)cc1	-15.3	6.3	5.5	-4.9	-0.4	-0.7	1.8	-12.5	-0.9
O=C(COc1ccccc1)Nc1nnc(S(=O)(=O)N2CCCCC2)s1	11.8	4.7	-12.4	-2.6	0.2	-2.6	2.6	-15.6	-1.0
CCC1CCCCN1C(=O)COC(=O)CN(C)S(=O)(=O)c1ccc(NC(C)=O)cc1 (stereo not given)	-4.3	-11.0	-1.1	-4.6	-0.5	-2.5	-3.2	1.3	-0.8
CCN(CC)CC#CC(OC)(c1ccccc1)c1ccccc1	-1.2	20.2	1.3	-4.3	-0.3	3.3	-3.8	11.7	0.6
O=C(Nc1cc(C(F)(F)F)ccc1N1CCCCC1)C1=COCCO1	39.3*	-0.2	-1.1	0.5	-0.3	18.7	-0.1	-26.1	-0.1
CCOC(=O)c1cc(C(C)=O)c(=O)n(C)c1N	-0.1	1.1	-2.6	-5.2	-0.3	-6.1	-2.5	9.1	5.9*
CC(C)(C)C(=O)Nc1ccc(C(=O)Nc2cc(NC(=O)c3ccc(NC(=O)C(C)(C)C)cc3)cc(C(=O)O)c2)cc1	-5.1	-19.1	-2.1	-0.7	0.0	-1.4	-2.7	-8.7	0.3
CSc1cccc(NC(C)C(=O)NCc2ccccc2)c1 (stereo not given)	-6.6	3.0	-1.9	-4.4	-0.6	1.1	-0.7	11.0	-0.6
O=C(O)c1ccc(OCCCCCCOC2CCCCO2)cc1 (stereo not given)	9.2	3.3	2.1	-0.5	-0.3	-0.6	-0.7	7.9	-0.3
COc1cc(CNc2ncc(-c3ccc(Br)cc3)n2C)cc(OC)c1OC	2.2	-2.9	-0.9	0.8	0.8	-0.5	5.3	4.2	-0.6
COC(=O)c1cccc(-n2c(CCC(=O)O)ccc2-c2cccs2)c1	1.8	-12.0	-9.3	-8.5	-0.7	-5.5	-2.9	-5.2	0.4
O=C(O)CCn1cc(/C=C\C(=O)c2ccc(Cl)cc2)c(-c2cccc(Br)c2)n1	12.9	-38.9	6.2	-6.6	2.2	1.7	7.5	5.4	0.6

Entries listed so far that contain a cyano group:
SMILES	SKN-1 inh	NRP1-CendR mod	E coli Lon inh	MsrA act	Tb MetRS inh	FAS TE block	MT1-MMP act inh	PABP1 MLLE inh	MsrA inhibitor
COc1ccc2nc(SCc3cccnc3)c(C#N)cc2c1	17.9	-5.4	0.2	-1.2	-0.3	11.2	0.1	-2.9	0.2
Cc1ccc(C(=O)CSc2nnc(COc3ccc(C#N)cc3)n2-c2ccccc2)cc1	5.6	-11.0	-2.5	-1.8	-0.1	-2.3	-2.9	-56.8	0.2
